Compound activity: PubChem BioAssay, National Center for Advancing Translational Sciences (NCATS)
EPAC2 agonist: EPAC2 (human) agonism; Q8WZA2; EPAC2 activation, biochemical qHTS; response scale: 100% = 6.5 mM cAMP response; AID 720711; 0.079% of 360,000 active; Potency, µM (highest dose often 154 µM), inactives show top-dose activation, usual class: activators; also: nearly all actives have a fitted effect of over 50% in size
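Nucleotide exchange monitored as fluorescence drop when BODIPY-GDP leaves Rap1B. Reaction: 100 nM EPAC2, 250 nM RAP1B-BODIPY-GDP, 50 uM GDP, room temperature, kinetic read over 30 min. Activity expressed relative to 6.5 mM cAMP.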
EPAC2 antag: antagonists of human EPAC2; Q8WZA2; EPAC2 GEF exchange of Rap1B-BODIPY-GDP, fluorescence; Potency, µM (titrated, usually from 114 µM), without a hit: top-dose activity, negative = inhibition, most hits filed as inhibitors; 0.18% of 360,000 active; also: % is scaled to controls: 0 for no effect and ±100 for the full control effect; nearly all actives have a fitted effect of over 45% in size; many of its hits are not listed in these tables
EPAC1 ag: agonists of human EPAC1 | O95398 | EPAC1 agonist qHTS, biochemical assay; response scale: 100% = response to 6.5 mM cAMP | Potency, µM (doses to about 154 µM), for the others: at the highest dose activation, usual class: activators | 0.073% of 360,000 active | AID 720707; also: nearly all actives have a fitted effect of over 60% in size
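Nucleotide exchange assay: 100 nM EPAC1 with 250 nM Rap1B loaded with BODIPY-GDP and 50 uM GDP, room temperature. Fluorescence (480/540 nm) read every 5 min for 30 min; signal change normalized to 6.5 mM cAMP as full agonist.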
PTHR1 ag: activates the human parathyroid hormone receptor PTHR1; 0.075% of 410,000 active; HEK293 GP2 PTHR1 cells, GloSensor cAMP luminescence, 1 h; Potency, µM (series often up to 115 µM), without a hit: at the top dose activation, most hits filed as activators; Q03431; also: nearly all actives have a fitted effect of over 55% in size; some results filed as inactive show a strong effect at the top dose; inactives centre near -15; many of its hits are not listed in these tables
Target sequence (Q03431 whole entry, looked up): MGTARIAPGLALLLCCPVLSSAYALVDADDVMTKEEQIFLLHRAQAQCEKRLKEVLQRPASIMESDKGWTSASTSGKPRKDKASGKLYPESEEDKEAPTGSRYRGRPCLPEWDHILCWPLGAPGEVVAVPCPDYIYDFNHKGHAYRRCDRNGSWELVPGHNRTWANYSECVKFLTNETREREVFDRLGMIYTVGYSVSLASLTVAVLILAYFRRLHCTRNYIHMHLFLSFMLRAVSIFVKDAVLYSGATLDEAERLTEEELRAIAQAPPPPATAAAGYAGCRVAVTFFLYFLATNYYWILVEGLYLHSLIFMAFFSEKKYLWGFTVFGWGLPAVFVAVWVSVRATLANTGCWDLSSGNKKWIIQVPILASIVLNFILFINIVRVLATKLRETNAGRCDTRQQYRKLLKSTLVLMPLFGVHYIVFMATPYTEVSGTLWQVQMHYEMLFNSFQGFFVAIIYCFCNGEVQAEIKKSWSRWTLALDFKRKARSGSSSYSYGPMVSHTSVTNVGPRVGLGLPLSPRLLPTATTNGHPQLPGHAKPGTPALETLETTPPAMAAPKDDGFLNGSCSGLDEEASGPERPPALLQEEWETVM
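HEK-293-derived GP2 cells expressing PTHR1 and a GloSensor cAMP reporter, 3,000/well, plated overnight, given luciferin plus IBMX (each 0.5 mM as added) for 1 h at 37 °C, then compound for 1 h at 37 °C. Luminescence was read after 15 min at room temperature.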
FUS suppressor: rescues growth of FUS-expressing yeast. Potency, µM (top dose mostly 76.6 µM), for the others: at the highest dose growth rescue (activation), usual class: activators. 0.24% of 390,000 active. S. cerevisiae FUS-expressing, growth rescue, OD600, 24 h;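 also: plate controls were DMSO vehicle for no effect and reference control for full effect; nearly all actives have a fitted effect of over 55% in size; some results filed as inactive show a strong effect at the top dose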
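Yeast expressing FUS under galactose induction, OD 0.005 in 2% galactose medium; compounds in a dilution series, 24 h at 30C. Growth rescue by absorbance at 600 nm; CP55940 positive control, DMSO negative.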
TDP43 rescue: inhibitors of TDP-43 toxicity in yeast. TDP-43 expressing yeast growth rescue, BacTiter-Glo, 24 h. 1.8% of 410,000 active. Potency, µM (series often up to 46.1 µM), for the others: at the top dose growth rescue (activation), actives largely listed as activators; also: % of control where 0% means no effect; nearly all actives have a fitted effect of over 50% in size
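Cell-based yeast growth screen: TDP-43 expression induced in galactose, inoculum OD600=0.02 after raffinose pregrowth to mid-log. Read-out BacTiter-Glo luminescence at 24 hr, 30 deg C; inhibition of toxicity seen as signal increase.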
EPAC1 antag: EPAC1 (human) antagonism | O95398 | AID 720709 | EPAC1 GEF assay, Rap1b-BODIPY-GDP exchange fluorescence | Potency, µM (titrated, usually from 115 µM), without a hit: top-dose activity change, negative = inhibition, hits mostly inhibitors | 0.14% of 360,000 active;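 also: plate controls were vehicle for no effect and positive control for full effect; nearly all actives have a fitted effect of over 50% in size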
aSyn rescue: inhibitors of alpha-synuclein toxicity in yeast | Yeast expressing alpha-synuclein, growth rescue, BacTiter-Glo, 24 h | Potency, µM (titrated, usually from 46.1 µM), for the others: top-dose growth rescue (activation), hits mostly activators | 0.14% of 370,000 active | AID 652106; also: % of control where 0% means no effect; nearly all actives have a fitted effect of over 65% in size
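Rescue of yeast growth: cells expressing toxic alpha-synuclein, induced in galactose at OD600 0.02, incubated with compound 24 h at 30 C. ATP luminescence quantified growth; inhibitors of toxicity appear as activators.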
Starred values were filed as active, the others as inactive; i = inactive; ? = inconclusive; . = no result given; [ ] = dose if it differs, or a comment. Calls follow the shape of the dose curve; as a rule, active = well fitted curve in the direction sought with a large enough effect; inconclusive = small, poorly fitted or top-dose-only effect, or another doubt; inactive = no such curve, though single readings can be large; an effect the other way counts as inactive or inconclusive. Potency is read from the fitted curve at half-maximal effect. These rows are one share of the data, so the mix of outcomes need not match the whole.

SMILES,EPAC2 agonist,EPAC2 antag,EPAC1 ag,PTHR1 ag,FUS suppressor,TDP43 rescue,EPAC1 antag,aSyn rescue
CN1/C(=C\C=C(/C#N)C(=O)Nc2ccc(Cl)cc2)C(C)(C)c2ccccc21,50µM*,57%[activator],?,i,-7%,6%,60%[activator],-3%
Cc1ccc(C(=O)CNc2cccc([N+](=O)[O-])c2)cc1,-3%,-3%,5%,i,-10%,10%,-11%,1%
CCCC(C)NC(=O)Cc1ccccc1[N+](=O)[O-] (centres undefined),-3%,1%,-1%,-20%,6%,5%,10%,4%
N#Cc1ccc(C(=O)Nc2nc(-c3cccs3)c(C(=O)C(F)(F)F)s2)cc1,-8%,-8%,-11%,-39%[inhibitor],-4%,25%,-4%,-2%
CN(CCNC(=O)C1CC(=O)N(C2CCCC2)C1)Cc1ccccc1 (centres undefined),1%,5%,-9%,-3%,0%,-10%,-10%,-1%
COC(=O)c1ccc(C2C(C#N)=C(N)Oc3cc(C)n(C)c(=O)c32)cc1 (centres undefined),9%,-8%,11%,-9%[57.5 µM],28%,-11%,13%,-4%
COc1ccc(C2=NOC(C)(c3nnc(-c4ccc(F)cc4)o3)C2)cc1 (centres undefined),5%,-24%,3%,-22%,38%,16%,-6%,4%
CCC(C)C(=O)Nc1cc(OC)c(OC)cc1C(=O)O (centres undefined),-11%,5%,-7%,i,26%,8%,3%,-11%
CCc1ccccc1N1C(=O)C2CC=CCC2C1=O (centres undefined),2%,0%,1%,i,6%,7%,-3%,-2%
CCOC(=O)N1CCN(C(=O)CSc2ccc3nnc(-c4ccncc4)n3n2)CC1,2%,1%,-3%,-23%,10%,19%,-20%,1%
COc1ccc(-c2cc(=O)oc3cc(OCC(=O)N[C@@H](Cc4c[nH]c5ccccc45)C(=O)O)ccc23)cc1,-1%,?,-22%,-23%,?,16%,-12%,5%
CN(C)S(=O)(=O)c1cccc(NC(=O)C(c2ccccc2)c2ccccc2)c1,-2%,?,-4%,-2%,9%,1%,-4%,-2%
CCOC(=O)c1cc(-c2csc(N/N=C/c3ccccc3Cl)n2)on1,-9%,-3%,-5%,-30%[inhibitor],10%,-13%,-4%,2%
CCn1cc(CNC(=O)c2cccc([N+](=O)[O-])c2)cn1,-4%,8%,2%,i,.,-14%,-13%,-2%
CCNC(=O)C1CCCN(C(=O)c2ccc(-c3ccccc3)cc2)CC1 (centres undefined),-5%,12%,-1%,i,3%,22%,-7%,2%

(cont.)
SMILES,EPAC2 agonist,EPAC2 antag,EPAC1 ag,PTHR1 ag,FUS suppressor,TDP43 rescue,EPAC1 antag,aSyn rescue
Cc1ccc(S(=O)(=O)Nc2ccccc2-c2ccccc2NS(=O)(=O)c2ccc(C)cc2)cc1,6%,-9%,12%,-3%,3%,-11%,-26%,3%
O=C1C2C3c4ccccc4C(c4ccccc43)[C@@H]2C(=O)N1c1ccccn1 (some centres undefined),3%,7%,1%,i,-23%,-1%,3%,1%
C/C(=N\NC1=NCCN1)c1ccc(Cl)cc1,-4%,1%,8%,i,4%,2%,-4%,0%
CC(C)(C)NC(=O)C(c1ccncc1)N(C(=O)c1csnn1)c1ccccc1 (centres undefined),6%,15%,-4%,?,0%,-19%,10%,0%
CCC(CC)C(=O)Nc1nnc(SCC(=O)N2CCN(c3ccccc3OC)CC2)s1,-1%,2%,-4%,-22%,21%,-2%,0%,1%
C/C(=N\NC(=O)CC1N=C(Cc2ccccc2)NNC1=O)c1ccc(C)cc1 (centres undefined),-6%,0%,14%,-4%,20%,10%,-2%,-4%
CC(C)CC(CO)N1CCN(C(=O)c2ccccc2)CCC1=O (centres undefined),-1%,7%,-6%,-3%,-19%,22%,-2%,1%
Cc1ccc(CCNCc2c(C(=O)O)c(C)n(-c3ccccc3)c2C)cc1,12%,-6%,0%,-19%,11%,-9%,5%,6%
Cc1c(N)cccc1Cl,-1%,-13%,7%,i,-40%,0%,-18%,8%
CCN1CCN(S(=O)(=O)c2ccc(OC)c(NC(=O)c3ccccc3)c2)CC1,10%,17%,3%,-1%,.,-20%,16%,1%
COc1ccccc1NS(=O)(=O)c1cccc(C(=O)NCC(c2ccco2)N2CCCC2)c1 (centres undefined),-1%,0%,4%,-85%,.,13%,0%,3%
N/C(=N\c1nc2c(c(=O)[nH]1)CCCC2)Nc1ccccc1Sc1ccccc1,0%,4%,1%,-2%[57.5 µM],4%,-13%,-2%,1%
CC1(C)CC2C1CCC1(O)CC2(C)CCC1N(O)c1ccc(C(=O)NCCO)cn1 (centres undefined),-7%,-1%,-5%,4%,17%,-18%,14%,-4%
COC(=O)C1CCN(S(=O)(=O)CCNC(=O)c2cccc(OC)c2)CC1,7%,7%,4%,i,.,20%,-10%,2%
COc1ccc(OC)c(S(=O)(=O)N(C)CC(=O)Nc2cc(Cl)ccc2OC)c1,0%,-2%,18%,-9%,15%,18%,-9%,?

Single records, from the list above. Order of screens: EPAC2 agonist | EPAC2 antag | EPAC1 ag | PTHR1 ag | FUS suppressor | TDP43 rescue | EPAC1 antag | aSyn rescue
Profile of `CC1(C)CC2C1CCC1(O)CC2(C)CCC1N(O)c1ccc(C(=O)NCCO)cn1` (centres undefined) : -7% | -1% | -5% | 4% | 17% | -18% | 14% | -4%
Profile of `Cc1ccc(CCNCc2c(C(=O)O)c(C)n(-c3ccccc3)c2C)cc1` : 12% | -6% | 0% | -19% | 11% | -9% | 5% | 6%
Profile of `COc1ccccc1NS(=O)(=O)c1cccc(C(=O)NCC(c2ccco2)N2CCCC2)c1` (centres undefined) : -1% | 0% | 4% | -85% | . | 13% | 0% | 3%

The list continues:
SMILES,EPAC2 agonist,EPAC2 antag,EPAC1 ag,PTHR1 ag,FUS suppressor,TDP43 rescue,EPAC1 antag,aSyn rescue
CC1CCc2nc(NC(=O)c3cc(C(C)(C)C)nn3C)sc2C1 (centres undefined),9%,6%,4%,?,-16%,3%,?,0%
Cc1cccc(C(=O)N[C@H](C(=O)Nc2ncc(C)s2)C(C)C)c1,5%,-1%,-11%,-2%,25%,14%,13%,4%
O=C(c1cnn2c(C(F)(F)F)cc(-c3ccccc3)nc12)N1CCCCC1c1cccnc1 (centres undefined),15%,0%,4%,-15%,39%,-2%,5%,-12%
CC(C)(C)c1cc(C(=O)NCCN2CCCC2)cc(C(C)(C)C)c1,0%,0%,-11%,i,13%,-1%,-6%,0%
CC(=O)c1ccc(NC(=O)CSc2nnc(NC(=O)CN3CCOCC3)s2)cc1,-2%,8%,-3%,i,-14%,26%,-4%,2%
CC(=O)Nc1cc(-c2ccc(N(C)C)cc2)cn2c(-c3ccc(F)c(Cl)c3)cnc12,-4%,-5%,-2%,0%,?,?,-8%,3%
Cc1cccc(C(=O)NCC(=O)N2CCN(S(=O)(=O)c3ccc4c(c3)OCCO4)CC2)c1,-16%,-7%,1%,i,14%,24%,5%,14%
COCCn1nnnc1C(c1ccccc1)N1CCN(Cc2ccc3c(c2)OCO3)CC1 (centres undefined),27%,-8%,12%,i,-14%,1%,0%,17%
O=C(Nc1ccccc1C(=O)NCCCN1CCOCC1)c1ccc(F)cc1,7%,5%,-5%,-22%,8%,-10%,22%,-4%
CN1OC[C@@H]2CN(S(=O)(=O)c3ccccc3)[C@H](c3ccc(-n4ccnc4)cc3)C[C@@H]21,5%,15%,-7%,-2%,-14%,15%,14%,-5%
CCOC(=O)c1ccc(NC(=S)NCCc2ccccc2)cc1,19%,-21%,5%,-1%[57.5 µM],19%,?,-26%,-15%
COc1cc(/C=C2/CCC/C(=C\c3cc(O)c(OC)c(Cl)c3)C2=O)cc(Cl)c1O,7%,8%,0%,-4%[57.5 µM],39%,6%,0%,-5%
O=C1/C(=C/c2cccnc2)SC(=S)N1c1ccc(O)cc1,-1%,-2%,-1%,-8%,5%,15%,-30%,-1%
O=C(NCc1ccc2c(c1)OCO2)c1ccc(CS(=O)(=O)c2ccc(Br)cc2)o1,5%,-8%,3%,-24%,-9%,16%,-15%,2%
COc1ccc(CCC(=O)Nc2ccc(N3CCOCC3)cc2)cc1,-7%,0%,3%,-6%[57.5 µM],14%,-5%,7%,-7%

Continuation.
SMILES,EPAC2 agonist,EPAC2 antag,EPAC1 ag,PTHR1 ag,FUS suppressor,TDP43 rescue,EPAC1 antag,aSyn rescue
O=C(CNC(=O)c1ccccc1Cl)Nc1ccc(F)cc1,5%,-1%,-3%,-22%,.,-16%,1%,-9%
CCc1ccc(C(=O)COC(=O)CCc2nc3ccccc3c(=O)[nH]2)cc1,-5%,4%,5%,i,-7%,0%,-2%,3%
NC(=O)CCCn1c(C(=O)c2cc(Cl)c(N)c(Cl)c2)c2ccc([N+](=O)[O-])cc2[n+]1[O-],4%,-7%,-8%,-57%,?,-6%,-16%,-3%
COc1ccc(N(CC(=O)NC(C)C)S(=O)(=O)c2ccc(NC(C)=O)cc2)cc1,14%,-2%,10%,-6%[57.5 µM],5%,-9%,6%,0%
CCOc1ccc(C(=O)N(Cc2ccc(N(C)C)cc2)C2CCS(=O)(=O)C2)cc1 (centres undefined),-1%,9%,10%,i,0%,-8%,12%,-4%
Cc1ccc(C(=O)Nc2c3c(nn2C(C)(C)C)CS(=O)(=O)C3)cc1C,7%,-1%,9%,i,25%,-22%,5%,1%
O=C(N/N=C/C(Br)=C/c1ccccc1)C(O)c1ccccc1 (centres undefined),1%,-9%,-3%,-30%,6%,-7%[1.82 µM],-2%,0%
CCOc1ccccc1C(=O)NCCc1cnc[nH]1,4%,11%,6%,i,-22%,11%,-5%,0%
CNc1nc(NN)nc(Nc2ccccc2)n1,8%,2%,6%,i,-18%,17%,-13%,-7%
Cc1ccccc1CS(=O)(=O)Cc1ccc(C(=O)NCC2CCCO2)o1 (centres undefined),2%,2%,-3%,i,4%,6%,16%,-4%
Cc1ccc(S(=O)(=O)/N=C2\C=C(Nc3cccc(C(=O)O)c3)C(=O)c3ccccc32)c(C)c1,3%,?,-13%,-22%,27%,-11%,?,-16%
CCOC(=O)Nc1cccc(OCC(=O)Nc2ccccc2OCC)c1,3%,-6%[57.1 µM],-2%,i,36%,0%,15%,-3%
CN(C)CCCNc1oc(-c2ccc(Cl)cc2)nc1C#N,11%,6%,0%,-8%[57.5 µM],-5%,-7%,-4%,5%
COc1cc2c(cc1OC)C(=O)CCC2,7%,5%,-3%,-21%,.,25%,10%,-2%
CS(=O)(=O)N(CC(=O)NC1CCCC1)C1CCCCC1,12%,6%,0%,9%,4%,-4%,-2%,-4%
